TRPML3 ag – human TRPML3 channel agonists, primary screen, cell-based, HEK293 TRPML3-YFP, Fluo-8 calcium fluorescence, 3 µM | activation, % at 3 µM | 220,000 tested, 0.29% active | Mucolipin-3 (Homo sapiens), Q8TDD5 | 100% = the carbachol control signal;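 active means activation above its plate's cutoff, the mean activation of the plate's test wells plus 3 SD, cut at about 12% in these data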;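 further: 0% = DMSO only wells and 100% = carbachol wells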
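Material: TRPML3-YFP stable HEK293 cells | Dosing: One concentration, 3 µM nominal, 0.3% DMSO | Timing: 125 s total fluorescence read per well | Technique: Fluo-8 calcium dye fluorescence, ex 470-495, em 515-575 nm | Measure: Percent activation from peak-to-basal fluorescence ratio, scaled between DMSO and carbachol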
NCF1 inh – p47phox/p22phox peptide binding inhibitors, primary screen, biochemical, uHTS, NADPH oxidase regulatory subunit. Neutrophil cytosol factor 1 (Homo sapiens), P14598. fluorescence polarization, 2 h. inhibition, % at 24.7 µM. 220,000 tested, 0.53% active. AID 1274, 2008;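 active means inhibition above about 30%, limit read from the data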;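 further: 0% = p47phox with labelled peptide and 100% = labelled peptide alone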
TNF necrop inh – inhibitors of TNF-alpha triggered necroptosis, primary screen, cell-based, Jurkat FADD-/-, single concentration | Jurkat FADD-/- TNF necroptosis rescue, ATP luminescence, 24 h; 0 = TNF only, 100 = no-TNF cells | 220,000 tested, 0.068% active | activation (protection from cell death), % at 10 µM;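 active means activation, meaning protection from cell death, of at least 50% relative to plate controls; inactive means activation below 50%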;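 further: necroptosis triggered by 40 ng/mL TNF-alpha added together with compound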
TRPN1 ag – zebrafish TRPN1 channel agonists, primary screen, cell-based, HEK293, calcium fluorescence | transient receptor potential cation channel N1 (TRPN1/NompC), Danio rerio | HEK293 zebrafish TRPN1-YFP, Fluo-8 calcium fluorescence; 100% = response to 87 µM carbachol | activation, % at 3 µM | 220,000 tested, 0.18% active;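 active means activation above its plate's cutoff, the mean activation of test wells on that plate plus 3 SD, cut at about 19% in these data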;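 further: 0% = DMSO alone and 100% = 87 µM carbachol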
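System: zebrafish TRPN1-YFP in HEK293 cells / Dosing: 3 µM single point / Timing: dye loading 1 h at 37 °C, then 30 min room temperature / Signal: Fluo-8 calcium fluorescence, excitation 470-495 nm, emission 515-575 nm / Read-out basis: percent activation from peak over basal fluorescence ratio, control-normalized / Control set: high carbachol 87 µM, low DMSO alone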
Runt-SMMHC FRET – inhibitors of RUNX1 Runt–CBFb-SMMHC binding, primary screen, biochemical, FRET, Cerulean-Runt, Venus-CBFb-SMMHC, uHTS; Runt-related transcription factor 1 (Homo sapiens) + Core-binding factor subunit beta …; Cerulean-Runt/Venus-CBFb-SMMHC FRET ratio 530/480, 1 h; inhibition, % at 20 µM; 220,000 tested, 0.74% active; AID 1434, 2008;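 active means mean inhibition across duplicate retests at 20 µM reaching about 50%, limit read from the data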;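 further: 0% = DMSO wells and 100% = wells with excess untagged CBFb-SMMHC; inhibitors lower the FRET ratio by blocking Runt binding to CBFb-SMMHC; some results filed as inactive read as strong as hits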
PPC-1+TRAIL kill – compounds killing PPC-1 cancer cells with TRAIL present, primary screen, TRAIL potentiator project, ATPLite luminescence, uHTS; PPC-1 cells + TRAIL, ATPLite viability luminescence; cell killing (% activity), % at 4 µM; 220,000 tested, 0.41% active; AID 1443, 2008;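 active means cell killing above 50% in the first pass at 4 µM, then a duplicate retest at 5 µM averaging 50% or more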;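 further: plate controls were cells with TRAIL plus DMSO for no effect and medium-only wells lacking cells for full effect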
CHOP inh – inhibitors of CHOP promoter induction, primary screen, cell-based, unfolded protein response, luciferase reporter; CHO-K1 CHOP-promoter luciferase, tunicamycin-induced, 15-18 h; inhibition, % at 10 µM; 220,000 tested, 3.8% active; AID 2732, 2010;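 active means compounds that reduced the stress-induced luciferase reporter signal by more than about 70% of percent inhibition, limit read from the data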;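 further: 0% = tunicamycin plus vehicle and 100% = wells without tunicamycin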
MDM2 E3 inh – MDM2-luciferase reporter signal enhancers, primary screen, MDM2 E3 ligase inhibitor project, cell-based, luminescence, 1536-well. AID 1230, 2008. signal enhancement, % at 5 µM. 210,000 tested, 0.11% active. cell-based MDM2 ubiquitination luciferase reporter, 2 h; 0 = plate control, 100 = twice control, blank-subtracted;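 active means signal enhancement of 30% or more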;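 further: luminescence tracks abundance of the self-degrading MDM2-luciferase fusion protein; higher signal means inhibition of MDM2 E3 ligase activity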
Target sequence (Q00987 whole entry, looked up, the tested form may be a part): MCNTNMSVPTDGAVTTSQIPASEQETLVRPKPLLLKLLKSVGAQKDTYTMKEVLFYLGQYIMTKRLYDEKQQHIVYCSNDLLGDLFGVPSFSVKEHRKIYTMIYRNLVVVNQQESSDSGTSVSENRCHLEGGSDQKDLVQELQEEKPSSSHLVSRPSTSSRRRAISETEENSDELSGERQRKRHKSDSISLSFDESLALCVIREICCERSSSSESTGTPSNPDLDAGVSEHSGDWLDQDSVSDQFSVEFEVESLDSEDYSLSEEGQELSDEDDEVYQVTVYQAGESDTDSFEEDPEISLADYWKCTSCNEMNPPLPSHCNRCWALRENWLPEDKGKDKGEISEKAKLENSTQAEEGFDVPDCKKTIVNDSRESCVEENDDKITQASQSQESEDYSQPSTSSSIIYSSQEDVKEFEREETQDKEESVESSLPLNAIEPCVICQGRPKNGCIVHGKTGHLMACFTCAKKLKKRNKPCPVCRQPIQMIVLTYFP
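Assay system: stable mammalian line carrying autodegrading MDM2–luciferase fusion reporter; Input: 2000 cells in each well; Compound dosing: single-point 5 µM; Schedule: 2 h compound exposure at 37 °C; Signal: SteadyLite luciferase luminescence after 15 min room-temperature reagent incubation; Evaluation: % luminescence enhancement versus blank-corrected plate control mean; Benchmarks: plate controls and plate blanks.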
EBV gp42 block – Epstein-Barr virus gp42 inhibitors, primary screen, biochemical, uHTS, fluorescence polarization. inhibition, % (tested at 21.74 µM). 220,000 tested, 0.42% active. AID 1085, 2008. Fluorescence polarization binding assay, mP read-out. Glycoprotein 42 (Epstein-Barr virus (strain AG876)), Q1HVG2; in the data active means inhibition above about 50%
Target sequence (Q1HVG2 whole entry, looked up): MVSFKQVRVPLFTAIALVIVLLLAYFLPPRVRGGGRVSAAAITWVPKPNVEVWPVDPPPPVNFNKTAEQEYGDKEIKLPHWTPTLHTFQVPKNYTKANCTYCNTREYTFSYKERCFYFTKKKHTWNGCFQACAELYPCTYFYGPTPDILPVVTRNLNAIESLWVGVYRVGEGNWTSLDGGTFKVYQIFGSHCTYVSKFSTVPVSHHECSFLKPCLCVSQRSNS
* marks the source's active call; other numbers are inactive results; x = no result given. Rows are unselected; about 5.9% have a hit in one of these screens.

SMILES	TRPML3 ag	NCF1 inh	TNF necrop inh	TRPN1 ag	Runt-SMMHC FRET	PPC-1+TRAIL kill	CHOP inh	MDM2 E3 inh	EBV gp42 block
C/C(NC(=O)c1ccccc1)=C1/C(=O)CC2C1C2(C)C (centres undefined)	-0.3	-5	1.3	0.1	4	10	57	0	-21
CCCN(CC(=O)Nc1ccccc1C)C(=O)c1cc(=O)[nH]c2ccccc12	0.2	-9	0.2	-1.6	1	26	-6	-18	-13
Cc1cccc(N(CC(=O)NC2CCCC2)C(=O)c2nsc(Cl)c2Cl)c1C	3.4	0	-1.3	-2.4	3	-5	20	8	-21
CCOC(=O)N1CCN(Cc2nc(N)nc(Nc3ccc(OC)cc3)n2)CC1	-0.3	-2	-0.1	1.4	3	17	5	-15	-17
CCCCCC1NC(=O)NC1CCCCCC(=O)O (centres undefined)	-0.5	-11	-0.8	0.5	0	3	10	-8	-4
O=C(COc1ccccc1Cl)Nc1ccc(Cl)cn1	0.4	1	21	0.0	-1	38	60	0	-3
O=C(c1cnn2c(C(F)F)cc(C3CC3)nc12)N1CCOCC1	0.3	-20	-1.0	0.5	5	-3	23	-8	-15
CSc1nc2sc3c(c2c(=O)[nH]1)CCc1ccccc1-3	0.8	-14	2.7	0.0	3	13	106*	x	-7
CCOC(=O)C1=C(O)c2ccccc2C(=O)/C1=C\c1ccc(C)cc1	0.8	57*	-12	1.9	34	8	-29	-22	-1
COc1ccccc1CC(NC(C)=O)C(=O)NC1CCN(c2nnnn2-c2ccccc2)CC1 (centres undefined)	0.0	-6	-1.2	0.5	0	16	19	-59	-32
CCC(=O)Oc1ccc(C(=O)Nc2cccc(C(=O)c3ccccc3)c2)cc1	2.9	-7	-9.3	7.3	1	23	10	-10	5
O=C(CNS(=O)(=O)c1cccs1)N1CCCC1	0.1	-12	1.0	-0.8	1	2	7	-17	-24
Cc1cc(C)c(S(=O)(=O)ON2C(=O)c3ccccc3C2=O)cc1C	0.1	-7	-1.1	0.5	-6	16	108*	-14	8
S=c1[nH]nc(C2CC2c2ccc(Cl)cc2)n1-c1ccc(Cl)cc1 (centres undefined)	-1.0	-11	0.4	-1.9	14	18	50	-10	-1
COc1ccc(NC(=O)c2ccc(S(=O)(=O)N3CCCCCC3)cc2)c(OC)c1	1.0	-16	2.5	3.4	-2	22	20	x	3
COc1ccc(Cl)c(NCCC(=O)O)c1	0.8	4	-2.5	0.4	-6	16	-23	-6	-14
Cc1ccccc1-n1c(O)c(/C=C/C=Nc2ccccc2)c(=O)[nH]c1=O	9.3	-222	0.4	13	76*	10	8	2	-295
CCN(C(=O)CSc1cc(C)c2ccc(OC)cc2n1)C1CCS(=O)(=O)C1 (centres undefined)	-0.2	-20	4.1	0.9	0	11	20	x	-8
Cn1c(=O)c2c(nc(CN3CCOCC3)n2CCCc2ccccc2)n(C)c1=O	0.4	1	-0.9	1.0	2	22	15	7	-13
O=C(CCCn1c(=O)[nH]c2ccsc2c1=O)N1CCN(Cc2ccc3c(c2)OCO3)CC1	-0.1	-3	-0.7	-1.5	-2	16	18	x	-3
O=C(Nc1ccc(N2CCOCC2)cc1)C1CCN(C(=O)OCc2ccccc2)CC1	1.6	-4	2.8	4.7	2	6	2	-11	-10
CC(C)(C)NC(=O)Cn1nnc(-c2ccccc2NC(=O)c2ccco2)n1	-0.1	-20	0.3	0.0	x	x	-1	2	-16
CCCCOc1ccc(C(=O)Oc2ccc(C)nc2)cc1	0.6	-10	-8.7	0.8	2	11	21	-15	-18
CNc1nc(NC#N)nc(SC)n1	0.4	3	-0.2	-0.6	1	5	9	-7	-1
CS(=O)(=O)N(CC(=O)N1CCOCC1)Cc1ccc(Cl)cc1	1.4	-7	-1.4	-0.3	0	17	-21	-5	-17

2 entries drawn at random from the list so far, as already listed:
SMILES	TRPML3 ag	NCF1 inh	TNF necrop inh	TRPN1 ag	Runt-SMMHC FRET	PPC-1+TRAIL kill	CHOP inh	MDM2 E3 inh	EBV gp42 block
Cc1cc(C)c(S(=O)(=O)ON2C(=O)c3ccccc3C2=O)cc1C	0.1	-7	-1.1	0.5	-6	16	108*	-14	8
O=C(COc1ccccc1Cl)Nc1ccc(Cl)cn1	0.4	1	21	0.0	-1	38	60	0	-3

The listing picks up, repeating the 3 entries before the break.
SMILES	TRPML3 ag	NCF1 inh	TNF necrop inh	TRPN1 ag	Runt-SMMHC FRET	PPC-1+TRAIL kill	CHOP inh	MDM2 E3 inh	EBV gp42 block
CCCCOc1ccc(C(=O)Oc2ccc(C)nc2)cc1	0.6	-10	-8.7	0.8	2	11	21	-15	-18
CNc1nc(NC#N)nc(SC)n1	0.4	3	-0.2	-0.6	1	5	9	-7	-1
CS(=O)(=O)N(CC(=O)N1CCOCC1)Cc1ccc(Cl)cc1	1.4	-7	-1.4	-0.3	0	17	-21	-5	-17
O=C(CN1CCCCCC1)N/N=C/c1cccc(Cl)c1Cl	0.5	4	3.6	0.7	4	45	-27	-2	-17
FC(F)(F)c1cccc(OCc2noc(-c3ccsc3)n2)c1	0.1	-15	-1.6	-1.1	0	-9	-3	-12	-9
COc1ccc(OC)c(S(=O)(=O)N2CCC(C(=O)NCCc3ccccc3)CC2)c1	-0.7	2	-0.9	0.4	-3	26	15	-13	4
CCOC(=O)COc1ccc(Cl)cc1C1NC(=O)NC(C)=C1C(C)=O (centres undefined)	0.2	-8	-0.6	-0.7	-6	11	14	-11	-11
CN1CCc2c(sc(NC(=O)c3cc4cc([N+](=O)[O-])ccc4s3)c2C(N)=O)C1	0.9	77*	-18	-0.8	17	18	101*	-7	-16
CC1=C/C(=N\OS(=O)(=O)c2ccccc2)C(C(C)C)=CC1=O	35*	0	-28	2.7	14	21	55	-2	-1
COc1ccc2[nH]cc(C(O)CN3CCN(c4ccccc4)CC3)c2c1 (centres undefined)	1.3	-11	-1.7	1.4	-7	10	16	4	-18
O=C1C(=O)N2C(=C1C(=O)N1CCCCCC1)c1ccccc1CC21CCCC1	0.7	-5	1.1	-0.4	1	21	-2	x	-6
COc1ccc(N(CC(=O)N2c3ccccc3CC2C)S(=O)(=O)c2c(C)noc2C)cc1 (centres undefined)	-0.4	-34	-0.8	-1.7	-1	3	56	-11	17
CCOc1ccc(Nc2nc(N3CCCCC3)nc(N3CCCCC3)n2)cc1	0.9	-14	1.9	0.3	-2	2	40	-1	-7
O=C1c2ccccc2NC(c2ccccc2)N1Cc1ccco1 (centres undefined)	0.1	-7	0.2	-0.7	6	-5	12	-11	2
Cc1cccc(N(Cc2cc3ccccc3[nH]c2=O)S(=O)(=O)c2ccccc2)c1	1.4	-16	4.4	0.3	4	5	39	-14	-14
COC(=O)c1cc(NC(=O)CN2CCN(C(C)=O)CC2)cc(C(=O)OC)c1	0.7	-3	-0.7	2.1	2	-33	-7	-45	-3
O=C(CSc1nccc(=O)[nH]1)N1N=C2/C(=C/c3ccco3)CCCC2C1c1ccco1 (centres undefined)	-0.4	-12	0.9	-0.2	13	16	-12	-6	-2
O=C(NCc1ccc2c(c1)OCO2)C1CC(=O)N(c2ccc(F)cc2)C1 (centres undefined)	-0.1	8	3.2	-0.2	-7	11	-3	1	-12
Cc1ccc(-c2csc3ncnc(SCC(=O)Nc4nnc(C)s4)c23)cc1	0.2	-24	-1.4	-0.5	-2	5	74*	1	-20
O=C(NCCN1CCCC1)C1CC(=O)N(C2CCCCC2)C1 (centres undefined)	0.9	-8	0.0	1.4	0	-1	25	5	-4
Cc1c(/C=N/n2cnnc2)c2ccccc2n1C	0.7	-5	-0.9	0.9	2	-4	0	-6	-19
Cc1ccc2c(c1)N(C(=O)CCC(=O)N1CCc3ccccc3C1)CCO2	-1.2	-4	0.2	-1.0	6	8	5	-7	-14
CC(=O)NC1(C(F)(F)F)C(=O)NC(C)=C1C#N (centres undefined)	0.9	-9	0.4	0.3	-3	19	2	-24	-6
CC12CCC(C/C1=N\OC(=O)c1c(F)cccc1F)C2(C)C (centres undefined)	-0.5	4	2.0	-0.6	-1	14	-4	-6	-11
O=C(Cn1c(=O)sc2ccccc21)OC(CCl)CCl	0.7	7	-0.2	-1.0	-7	10	-43	0	-12
COc1ccnc(CSC(N)=Nc2ccccc2C(F)(F)F)c1	0.4	-5	0.6	0.1	0	5	23	-23	-13
COc1ccc(-c2csc3nc(-c4ccc(C)cc4)oc(=O)c23)cc1OC	-0.2	43*	-0.7	0.9	-138	5	63	-1	2
Cc1ccc(C)c(N2CCN(c3ccncc3N)CC2)c1	-0.2	-11	-15	-0.6	1	1	11	-13	-7
CC(=O)Nc1ccc(NC(=O)Cn2nc([N+](=O)[O-])c(Br)c2C)cc1	0.7	-4	0.4	1.7	-5	21	16	-11	-10
CCOc1cccc(/C=C2/NC(=O)N(CC(=O)Nc3cccc(C)c3)C2=O)c1O	1.4	13	-0.8	3.3	-28	16	104*	-23	-7

Quoted from the listing:
COc1ccc(NC(=O)c2ccc(S(=O)(=O)N3CCCCCC3)cc2)c(OC)c1 | TRPML3 ag = 1.0
Cn1c(=O)c2c(nc(CN3CCOCC3)n2CCCc2ccccc2)n(C)c1=O | EBV gp42 block = -13
O=C(CCCn1c(=O)[nH]c2ccsc2c1=O)N1CCN(Cc2ccc3c(c2)OCO3)CC1 | TRPML3 ag = -0.1
CCC(=O)Oc1ccc(C(=O)Nc2cccc(C(=O)c3ccccc3)c2)cc1 | TRPN1 ag = 7.3
Cc1cccc(N(CC(=O)NC2CCCC2)C(=O)c2nsc(Cl)c2Cl)c1C | Runt-SMMHC FRET = 3
FC(F)(F)c1cccc(OCc2noc(-c3ccsc3)n2)c1 | TNF necrop inh = -1.6
COc1ccc(Cl)c(NCCC(=O)O)c1 | TNF necrop inh = -2.5

Bioassay records from PubChem.
